SIRT5 inh: sirtuin-5 (human) deacylase inhibition. 330,000 compounds, 1.1% hits. inhibition, % at 15 µM. AID 652115. Purified SirT5, succinyl-peptide AMC, trypsin-coupled fluorescence; in the data active = inhibition above about 15%; inconclusive = no clear call, values can overlap the other calls
Target sequence (Q9NXA8 whole entry, looked up): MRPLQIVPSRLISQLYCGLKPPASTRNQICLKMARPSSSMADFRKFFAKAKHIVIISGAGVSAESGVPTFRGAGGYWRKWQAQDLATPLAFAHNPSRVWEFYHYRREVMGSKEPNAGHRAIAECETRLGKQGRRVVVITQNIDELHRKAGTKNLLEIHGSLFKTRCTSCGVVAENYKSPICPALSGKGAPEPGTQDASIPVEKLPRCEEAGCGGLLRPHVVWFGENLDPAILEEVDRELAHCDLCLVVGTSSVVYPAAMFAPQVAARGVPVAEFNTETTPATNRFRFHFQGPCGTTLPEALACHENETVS
Xi reactivation: activators of X-chromosome reactivation in mouse fibroblasts; 360,000 compounds, 0.055% hits; activation, % at 7.58 µM; XiGFP mouse fibroblasts, % GFP-positive cells imaging, 3 d; cells co-treated with 5-aza-dC sensitizer; scaled so ellipticine positive control = 100%;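 active = mean normalized replicate activation at least 10% and every replicate at or above 10%; inconclusive = only one of the two criteria met; inactive = mean below 10% and not all replicates reach 10%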;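 note: 0% = median of on-plate neutral control wells and 100% = ellipticine 6 µM median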
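Material: SV40-immortalized XiGFP fibroblast cells, line 68-5-11 | Buffer or medium: DMEM containing 5-aza-dC | Dosing: One concentration, pinned | Times: 3 d treatment, 15 min room-temperature fixation | Controls: Ellipticine 6 µM positive control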
LGR2 antag: inhibitors of bursicon-induced Drosophila LGR2 receptor cAMP signaling. HEK293 LGR2, CRE-luciferase, bursicon-stimulated, 4 h. inhibition, % at 9.99 µM. 380,000 compounds, 0.35% hits;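 active = drop in luminescence signal, shown as inhibition above about 50% in the replicate tests, limit read from the data, passing the limit was not always enough; inconclusive = probably only some replicates passing the limit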;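 note: agonist challenge used bursicon conditioned medium at about half maximal strength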
ERAP1 inh: blocks human ERAP1 aminopeptidase activity; Q9NZ08; recombinant ERAP1, Leu-AMC fluorescence, 60 min; inhibition, % at 10.7 µM; 340,000 compounds, 0.15% hits;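 active = mean replicate inhibition of at least 30%, or all replicates individually reaching that 30% level; inactive = mean below 30% and not every replicate reaching it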;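 note: 0% = neutral control wells and 100% = L-leucinethiol positive control wells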
S100A4 MyoIIA: S100A4-myosin IIA interaction inhibition | P26447 | S100A4/TAMRA-MyoIIA peptide fluorescence polarization | inhibition, % at 10.7 µM | 360,000 compounds, 0.14% hits;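 active = mean inhibition of at least 70% across replicates, with every replicate also reaching that level; inconclusive = mean inhibition reaches 70% but some replicates fall short; inactive = mean inhibition below 70%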
Target sequence (P26447 whole entry, looked up): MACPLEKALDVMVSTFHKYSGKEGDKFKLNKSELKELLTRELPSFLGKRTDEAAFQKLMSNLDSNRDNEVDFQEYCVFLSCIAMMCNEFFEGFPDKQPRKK
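incubation = readout 5 min after mixing, signal stable up to 60 min | system = S100A4 monomer protein | buffer or medium = HEPES pH 7.2 with CaCl2, KCl, NaCl, DTT, Triton | benchmarks = neutral control DMSO, positive control TFP | also added = fluorescent myosin IIA peptide, 5 nM | compound dosing = one concentration per compound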
Cneo AK release: Cryptococcus neoformans lysis via adenylate kinase release | C. neoformans lysis, adenylate kinase release luminescence, 4 h; normalised: neutral wells 0, clomiphene wells 100 | lysis activity, % at 15 µM | 360,000 compounds, 0.2% hits | AID 651654;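 active = mean lysis activity across replicates of at least 80%, whatever share of replicates individually reach that level; inactive = mean lysis activity below 80%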
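Material: C. neoformans cells | Amount: Yeast cell density of 5 × 10^6 cells/mL | Medium: Fresh YPD growth medium | Dosing: Single dose | Times: Static 4 h at 37 °C with compound, 1 h detection | Detection: AK luminescence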
C2C12 statin: suppressors of simvastatin-induced myotoxicity in C2C12 myotubes; 330,000 compounds, 0.78% hits; rescue of ATP level, % at 7.49 µM; ATP luminescence, 48 h; scaled: DMSO 0, geranylgeraniol control 100;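 active = mean ATP rescue above about 67%, or every replicate alone reaching that limit, limit read from the data, passing the limit was not always enough; inconclusive = no clear call, values can overlap the other calls; inactive = mean under the limit and some replicate under it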;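 note: myotubes were challenged with 10 µM simvastatin during compound exposure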
PGC1a acetyl inh: lowers PGC1a acetylation signal in U2OS cells. AlphaScreen anti-acetyl-lysine; with virally co-expressed GCN5 acetyltransferase. inhibition, % at 15.6 µM. 350,000 compounds, 0.17% hits. AID 651687;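 active = every replicate shows inhibition of at least 40%; inconclusive = mean inhibition at least 40% but some replicate below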;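 note: 0% = neutral control wells and 100% = positive control wells; some results beyond the cut were filed as inactive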
Numbers without * were called inactive; u = inconclusive; x = not tested or not shown. An excerpt (hit frequency here may not be typical).

SMILES	SIRT5 inh	Xi reactivation	LGR2 antag	ERAP1 inh	S100A4 MyoIIA	Cneo AK release	C2C12 statin	PGC1a acetyl inh
O=c1[nH]c2ccc(NS(=O)(=O)c3ccc([N+](=O)[O-])cc3)cc2[nH]1	-1	0.0	15	-4	-1	2	1	0
CC(C)NC(=O)N(C)C[C@@H]1Oc2ccc(NC(=O)Nc3ccc(F)cc3)cc2CC(=O)N([C@@H](C)CO)C[C@H]1C	4	0.0	15	-4	-5	48	13	5
O=C(CSc1nnc(COc2ccc(Cl)cc2)o1)N1CCCCC1	-5	0.1	-9	0	0	7	-9	x
C[C@H](CO)N1C[C@H](C)[C@H](CN(C)Cc2ccc(C(=O)O)cc2)Oc2ccc(NC(=O)Cc3cn(C)c4ccccc34)cc2C1=O	-4	0.2	18	1	-3	1	-5	10
CCCC(C)c1nnc(NC(=O)C2CC(=O)N(c3ccc(OCC)cc3)C2)s1 (stereo not drawn)	-2	0.6	9	3	-1	-1	-3	x
CCO[C@H]1OC(C(=O)N2CCCCCCC2)=C[C@@H](c2coc3ccccc3c2=O)[C@@H]1CCCO	x	0.1	5	x	x	3	6	x
CN(C)S(=O)(=O)c1cccc(NC(=S)N/N=C/c2cc(Br)ccc2O)c1	29*	-0.7	18	-1	1	-5	30	25
CCN(CC(=O)Nc1ccc2c(c1)OCCO2)S(=O)(=O)c1ccc(C)cc1	x	x	u	x	x	-3	4	-10
COCC(=O)N1CC2(CCN(C(=O)c3ccccn3)CC2)c2c(n(C)c3cc(OC)ccc23)[C@H]1CO	-2	0.1	-16	-1	-1	x	x	-8
O=C(CCc1ccccc1)Nc1nc2c(F)cc(F)cc2s1	-1	-0.1	-37	-2	-5	-3	-3	11
CCCCCCCCN1C(=O)[C@H](CC(=O)N2CCC(c3ccccc3)CC2)C[C@@]2(C(=O)OC)CC(C)(C)CC=C12	5	0.1	12	-13	-4	x	x	x
Cc1ccc(-c2cc(C(F)(F)F)n3nc(C(=O)Nc4ccon4)cc3n2)cc1C	-4	-0.3	10	-4	-3	2	-49	6
COc1cc(C2CC(=O)Oc3cc(C)c(Cl)c(C)c32)cc(OC)c1OC (stereo not drawn)	2	-0.1	12	x	4	-2	-1	16
CC/S(=N\S(=O)(=O)c1ccc(C)cc1)c1ccccc1 (stereo not drawn)	0	0.0	8	4	0	x	7	2
CCS(=O)(=O)Nc1ccc2c(c1)C(=O)N(C)[C@H]1CC[C@@H](CC(=O)N3CCCCC3)O[C@H]1CO2	-5	-0.1	-1	1	-21	-3	0	-2
COCc1ccc(C(=O)N(C)CC2CCCN(CCc3ccc(Cl)cc3)C2)o1 (stereo not drawn)	0	0.0	0	-1	0	1	2	4
CO[C@@H]1CN(C)C(=O)c2ccc(NS(=O)(=O)c3ccc(Cl)cc3)cc2OC[C@H](C)N(C(=O)NC(C)C)C[C@H]1C	-2	0.1	6	-2	6	-5	-8	1
CCOc1cc(C(=O)N2CCCN(C)CC2)cc(OCC)c1OCC	x	-0.1	4	-2	-18	4	24	-4
O=C(Nc1cccnc1)c1ccccc1-c1ccccc1	-1	-0.2	1	4	13	2	5	x
COc1ccccc1N1CCN(C(=O)Nc2ccc([N+](=O)[O-])cc2)CC1	1	0.0	6	2	-2	x	0	-2
Cc1ccc(-n2c(C)cc(C(=O)CN3CCOCC3)c2C)cc1	-7	0.1	-6	4	-2	1	4	x
CCc1ccc2c(CN(C)Cc3ccccc3OC)cc(=O)oc2c1	-5	0.2	-12	6	-3	-3	-10	-3
Cc1cccc2c1-c1sc(C(=O)Nc3cccnc3)cc1CO2	0	-0.1	-38	-8	4	-1	-9	2
COc1cccc(-c2noc(CCCC(=O)NC3CCCC3)n2)c1	3	0.0	2	-2	-3	0	7	x
O=C(Nc1ccccc1)/C(=C/c1ccccc1)NC(=O)c1ccco1	-3	-0.1	x	4	-3	x	x	x

Entries of single compounds, quoted from the list. Values in the order: SIRT5 inh | Xi reactivation | LGR2 antag | ERAP1 inh | S100A4 MyoIIA | Cneo AK release | C2C12 statin | PGC1a acetyl inh
CCO[C@H]1OC(C(=O)N2CCCCCCC2)=C[C@@H](c2coc3ccccc3c2=O)[C@@H]1CCCO is entered as x | 0.1 | 5 | x | x | 3 | 6 | x
COCc1ccc(C(=O)N(C)CC2CCCN(CCc3ccc(Cl)cc3)C2)o1 (stereo not drawn) is entered as 0 | 0.0 | 0 | -1 | 0 | 1 | 2 | 4
COc1cc(C2CC(=O)Oc3cc(C)c(Cl)c(C)c32)cc(OC)c1OC (stereo not drawn) is entered as 2 | -0.1 | 12 | x | 4 | -2 | -1 | 16

New compounds follow.
SMILES	SIRT5 inh	Xi reactivation	LGR2 antag	ERAP1 inh	S100A4 MyoIIA	Cneo AK release	C2C12 statin	PGC1a acetyl inh
O=C(NNC(=O)c1cccc([N+](=O)[O-])c1)c1ccncc1	-1	0.0	-9	-3	1	x	x	-7
CCc1noc(C)c1C(=O)OCC(=O)Nc1ccc2c(c1)OCO2	0	0.0	6	3	3	-3	5	24
CCn1nccc1NC(=O)c1csc([C@@H]2C[C@H](O)[C@@H](CO)O2)n1	x	0.1	21	-1	-34	0	1	9
O=C(C[C@H]1C[C@@H]2c3cc(NC(=O)CC4CC4)ccc3O[C@@H]2[C@H](CO)O1)NCc1ccc2c(c1)OCO2	6	-0.1	8	0	3	2	7	-9
COc1ccccc1-c1ccc2c(c1)[C@H]1[C@H](CCN1S(=O)(=O)c1ccccc1)[C@@H](CO)N2	2	0.2	-10	3	3	3	53	-18
CC1(c2ccc(Cl)cc2Cl)NC(=O)N(CC(=O)N2CCN(C(=O)c3ccco3)CC2)C1=O (stereo not drawn)	-2	-0.2	10	0	-2	1	-7	4
Cc1cc(=O)c(C(=O)Nc2cccc(N3CCCC3=O)c2)nn1-c1ccccc1Cl	0	0.0	-7	0	-7	0	-5	1
COc1ccc(C(=O)N2CCCCC2)cc1S(=O)(=O)Nc1cccc(C(=O)O)c1	-3	x	11	-5	-3	0	4	1
COCC(=O)Nc1ccc2c(c1)OC[C@@H](C)N(Cc1ccncc1)C[C@H](C)[C@@H](OC)CN(C)C2=O	-4	0.6	-5	0	5	-4	-15	11
CC(CCc1ccccc1)NC(=O)C1CCN(C(=O)c2sccc2-n2cccc2)CC1 (stereo not drawn)	-3	0.0	x	0	-1	2	6	-6
CC(OC(=O)C1CSC2(C)CCC(=O)N12)C(=O)Nc1ccc(F)cc1 (stereo not drawn)	-3	0.3	11	3	-8	0	6	10
C[C@H](CO)N1C[C@H](C)[C@H](CN(C)CC2CC2)Oc2cc(/C=C/c3ccccc3)ccc2S1(=O)=O	-1	-0.5	-20	1	-23	-3	-2	-16
CC(C)c1ccc(N2CC(C)(C)C2=O)cc1	0	-0.1	-25	-2	7	2	13	-4
CC(Sc1nc2ccccc2s1)C(=O)NCc1ccc2c(c1)OCO2 (stereo not drawn)	2	0.4	-33	12	-1	x	-8	x
COc1ccccc1OCC(=O)Nc1nc2c(s1)CCCC2	-1	0.2	-3	-1	1	2	-42	-39
CC(C)=NNc1nc(-c2ccccc2)c(C)s1	-2	0.0	x	5	-7	x	x	x
CCNc1nc(SCC(=O)Nc2ccc(Cl)c(Cl)c2)nc(N2CCOCC2)n1	1	0.1	-16	-1	9	7	-6	4
CS(=O)(=O)c1ccccc1C(=O)Nc1ccc(S(=O)(=O)N2CCCC2)cc1	-5	0.0	3	-2	4	2	3	-7
COc1ccc(OCc2cc(=O)[nH]c3ccccc23)cc1	-2	0.2	-1	-2	1	-4	-1	x
CCn1c(SCC(=O)NCc2ccco2)nnc1C1CCCC1	-2	0.2	-1	0	-3	2	x	-1
COc1ccc(C2=Nc3ccccc3N(C(=O)Cc3cc(OC)cc(OC)c3)C2C(=O)NC(C)C)cc1 (stereo not drawn)	x	0.1	-118	1	3	x	x	x
COc1ccc(C(C(=O)NC2CCCCC2)n2c(=O)c(-c3cc4ccccc4[nH]3)nc3ccccc32)cc1 (stereo not drawn)	-1	0.0	-5	x	-4	x	x	x
CCOC(=O)c1sc(NC(=O)C2CC(=O)N(c3ccc(OCC)cc3)C2)nc1C (stereo not drawn)	-8	0.0	3	-4	15	-1	18	x
S=C(NCCN1CCOCC1)C(=S)NCCN1CCOCC1	-6	0.2	2	1	-2	-4	3	-5
CC(C)(C)NCC(=O)N/N=C/c1ccc(OCc2ccccc2)cc1	-3	0.0	4	2	4	x	x	x
C[C@H](CO)N1C[C@H](C)[C@H](CN(C)Cc2ccc(C(F)(F)F)cc2)Oc2ccc(NC(=O)CCN3CCOCC3)cc2C1=O	12	-0.9	18	0	-12	-3	10	3
Cc1cccc(N2C(=O)CS/C2=N\NC(=O)c2ccc(Cl)cc2)c1C	x	x	-2	x	x	-1	-10	34
Cc1ccc(/C=N/NC(=O)CNC(=O)COc2ccccc2)o1	-2	0.0	7	-1	-2	x	x	x
CN(Cc1ccccc1)C(=O)CN1CCN(S(=O)(=O)c2ccc(Cl)c(Cl)c2)CC1	2	0.2	16	1	2	-1	40	10
COc1ccc(NC(=O)c2cc(-c3cc(Cl)ccc3O)n[nH]2)c(OC)c1	-1	-0.1	7	2	-1	0	-29	-5
Cc1ccc(S(=O)(=O)Nc2ccc3c(c2)C(=O)N([C@@H](C)CO)C[C@@H](C)[C@@H](CN(C)C(=O)NC(C)C)OCCCC[C@@H](C)O3)cc1	3	0.2	3	-4	-27	1	x	-13
C[C@H](CO)N1C[C@H](C)[C@@H](CN(C)S(=O)(=O)c2cccs2)Oc2c(NC(=O)CCC(F)(F)F)cccc2C1=O	-2	0.2	1	-4	-1	0	1	0
C[C@H](CO)N1C[C@H](C)[C@H](CN(C)Cc2ccc(Cl)c(Cl)c2)Oc2ccc(NC(=O)Nc3ccc(F)cc3)cc2CC1=O	-2	0.0	9	0	5	-16	-61	-7
CC(/C=C/c1ccccc1)=N\NC(=S)NC(C)C	1	0.2	-58	0	3	32	-14	1
O=C1NC[C@@H](CCCCN2C[C@H](Cc3ccccc3)N(Cc3ccccc3)C(=O)C2=O)N(CC2CCCCC2)C1=O	-12	0.0	10	-8	-26	x	x	x
Cc1ccc(C)c(OCC(=O)O/N=C(\N)c2cccc([N+](=O)[O-])c2)c1	0	0.1	-11	1	0	-1	x	-3
CC(NC(=O)c1cccs1)C(=O)NC1=NCCS1 (stereo not drawn)	-2	x	-4	-1	-3	2	-4	-1
COCCNC(=O)c1nn2cccnc2c1Cl	x	x	-2	x	x	-1	12	14
Cc1ccc(-c2nn(-c3ccccc3)cc2C(=O)Nc2cccc(S(=O)(=O)NC3=NCCC3)c2)cc1	x	0.0	-17	4	-27	-3	1	-8
c1cc(-c2ccsc2)n2cnnc2c1	0	0.1	2	3	4	2	12	27
COc1cc(C(=O)OC2CC3CCC2(C)C3(C)C)ccc1OC(C)=O (stereo not drawn)	x	x	-34	x	-2	0	-3	-1

Bioassay records (PubChem BioAssay)
